# Source: PubChem (National Center for Advancing Translational Sciences (NCATS))
# ERG-DNA inh: qHTS for Small Molecule Inhibitors of the ERG Ets/DNA interaction; Transcriptional regulator ERG (Homo sapiens), P11308; fluorescence polarization, His-ERG Ets domain / labelled DNA; Potency, µM (highest dose often 76.9 µM), inactives show at the highest dose FP activity, negative = inhibition, most hits filed as inhibitors; hit rate 0.028% among 370,000; AID 624246, 2012; active = well fitted inhibition curve with a large enough effect in the polarisation, with a control signal flat; inconclusive = small, poorly fitted or top-dose-only effect, or effect the other way, or a change in a side signal; inactive = no such curve, though single readings can be large or run the other way; the % refers to the polarisation;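 also: polarization taken with two DNA probes labelled with fluorescein and Texas red; potency is read from the fitted curve at half-maximal effect; % of control where 0% means no effect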
# Target sequence (P11308 whole entry, looked up, the tested form may be a part): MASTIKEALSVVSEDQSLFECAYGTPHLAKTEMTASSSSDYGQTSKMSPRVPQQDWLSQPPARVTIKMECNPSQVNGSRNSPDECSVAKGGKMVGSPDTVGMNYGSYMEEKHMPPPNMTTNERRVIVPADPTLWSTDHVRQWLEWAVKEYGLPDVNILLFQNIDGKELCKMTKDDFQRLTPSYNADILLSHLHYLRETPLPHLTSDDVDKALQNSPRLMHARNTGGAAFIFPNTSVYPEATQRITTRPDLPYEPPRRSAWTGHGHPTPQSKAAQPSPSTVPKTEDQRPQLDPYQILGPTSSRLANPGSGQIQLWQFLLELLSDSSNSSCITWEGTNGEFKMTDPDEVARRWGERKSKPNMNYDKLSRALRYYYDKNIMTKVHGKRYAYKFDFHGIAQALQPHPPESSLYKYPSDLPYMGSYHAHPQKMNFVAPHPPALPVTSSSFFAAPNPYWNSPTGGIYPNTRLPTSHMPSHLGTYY
#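 His-tagged ERG Ets domain (1 uM in the protein solution; 300mM KCl, 50mM Tris-HCl, 1mM EDTA, 1mM DTT, pH 7.5) received compound, then a probe mix of 5 nM fluorescein-DNA and 100nM Texas-615-DNA. Fluorescence polarization was read for both dyes.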
# Pin1 inhibitor: qHTS Assay to Find Inhibitors of Pin1; Peptidyl-prolyl cis-trans isomerase NIMA-interacting 1 (Homo sapiens), Q13526; Pin1 FP peptide displacement, HiFluor488, 10 min; Potency, µM (series often up to 115 µM), without a hit: at the top dose activity, negative = inhibition, most hits filed as inhibitors; hit rate 0.009% among 390,000; AID 504891, 2011; active = well fitted inhibition curve with a large enough effect in the polarisation, with a control signal flat, not every such curve was filed as active; inconclusive = small, poorly fitted or top-dose-only effect, or effect the other way, or a change in a side signal; inactive = no such curve, though single readings can be large or run the other way; the % refers to the polarisation; also: potency is read from the fitted curve at half-maximal effect; % is scaled to controls: 0 for no effect and ±100 for the full control effect
# Tb PGK inh: qHTS Assay to Find Inhibitors of Phosphoglycerate Kinase; Phosphoglycerate kinase, glycosomal (Trypanosoma brucei brucei), P07378; hit rate 0.043% among 380,000; Potency, µM (titrated, usually from 57.5 µM), for the others: at the highest dose activity change, negative = inhibition, most hits filed as inhibitors; PGK/GAPDH coupled, Kinase-Glo luminescence, 60 min; AID 602233, 2012; also: potency is read from the fitted curve at half-maximal effect; % is scaled to controls: 0 for no effect and ±100 for the full control effect; nearly all actives have a fitted effect of over 60% in size
#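 Recombinant glycosomal PGK reaction used 1,3-bisphosphoglycerate generated in-well by GAPDH (100nM final) in 100mM TEA pH 7.6, 5mM MgCl2, 0.01% Tween-20. After 60 minutes at room temperature, ATP was read by Kinase-Glo Plus luminescence end-point.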
# JMJD2A Tudor inh: qHTS Assay for Inhibitors of JMJD2A-Tudor Domain | AlphaScreen JMJD2A-Tudor / H3K4me3 peptide binding | hit rate 4.4% among 390,000 | Potency, µM (top dose mostly 114 µM), for inactives: at the highest dose activity change, negative = inhibition, usual class: inhibitors; also: potency is read from the fitted curve at half-maximal effect; % is scaled to controls: 0 for no effect and ±100 for the full control effect; nearly all actives have a fitted effect of over 50% in size
# G9a block: qHTS Assay for Inhibitors of Histone Lysine Methyltransferase G9a | Histone-lysine N-methyltransferase EHMT2 (Homo sapiens), Q96KQ7 | G9a H3K9 monomethylation, AlphaScreen, 2 h | Potency, µM (titrated, usually from 102 µM), inactives show at the highest dose activity, negative = inhibition, actives largely listed as inhibitors | hit rate 8.8% among 350,000 | AID 504332, 2011; also: potency is read from the fitted curve at half-maximal effect; % is scaled to controls: 0 for no effect and ±100 for the full control effect; nearly all actives have a fitted effect of over 75% in size
# Target sequence (Q96KQ7 913-1193 limits assumed): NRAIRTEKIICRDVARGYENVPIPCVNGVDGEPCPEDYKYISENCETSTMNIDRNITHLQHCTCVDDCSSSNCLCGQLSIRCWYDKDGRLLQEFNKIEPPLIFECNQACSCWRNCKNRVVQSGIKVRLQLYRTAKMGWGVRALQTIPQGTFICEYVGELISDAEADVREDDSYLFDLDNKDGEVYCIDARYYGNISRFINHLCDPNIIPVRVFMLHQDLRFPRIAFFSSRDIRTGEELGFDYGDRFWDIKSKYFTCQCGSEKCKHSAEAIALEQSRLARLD
#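 Enzyme 20 nM + cpd, 15 min RT; add b-H3K9 pep 500 nM / SAM 20 uM; 2 h RT; anti-H3K9me1 Ab 0.5 ug/mL + SA donor / anti-rabbit acceptor beads 20 ug/mL each, 10 min; AlphaScreen read.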
# PI4K2A inh: qHTS for small molecular inhibitors of PI4K2A. purified PI4K2A, ADP-Glo luminescence, 1 h; active compounds read low. hit rate 0.13% among 420,000. activity change, negative = inhibition, % at 76.9 µM. Phosphatidylinositol 4-kinase type 2-alpha (Homo sapiens), Q9BTU6. AID 1346378, 2018; in the data active = activity change below about -50%; inconclusive = mostly about -30% to -49%;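 also: -100% = wells without enzyme as full effect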
#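 PI4K2A activity was measured by ADP-Glo luminescence: enzyme (4 ug/mL stock) and phosphatidylinositol (1.2 mM stock) in Tris pH 7.5/MgCl2/EGTA/Triton X-100 buffer were reacted with ATP (300 microM stock) for one hour at ambient temperature.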
# BAZ2B inh: qHTS Assay for Inhibitors of BAZ2B; AlphaScreen BAZ2B-H3K14Ac peptide displacement; Bromodomain adjacent to zinc finger domain protein 2B (Homo sapiens), Q9UIF8; Potency, µM (series often up to 114 µM), for inactives: at the top dose activity change, negative = inhibition, actives largely listed as inhibitors; hit rate 4.4% among 360,000; also: potency is read from the fitted curve at half-maximal effect; % is scaled to controls: 0 for no effect and ±100 for the full control effect; nearly all actives have a fitted effect of over 60% in size
#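 Complex of BAZ2B and biotin-H3K14Ac (50 nM apiece) forms over 30 min at RT, then faces library compounds up to 110 uM for another 30 min; AlphaScreen beads added, 20 min dark incubation, luminescence read.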
# GLS inh: qHTS for Inhibitors of Glutaminase (GLS). GLS enzymatic activity, qHTS titration. Potency, µM (series often up to 45.5 µM), for the others: top-dose activity change, negative = inhibition, usual class: inhibitors. Glutaminase kidney isoform, mitochondrial (Homo sapiens), O94925. hit rate 0.21% among 410,000; also: potency is read from the fitted curve at half-maximal effect; % is scaled to controls: 0 for no effect and ±100 for the full control effect
#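 Enzyme dispensed in phosphate buffer (45 mM, pH 8.2, 0.02% Tween-20), compounds pinned in, then 1 mM L-glutamine solution and the glutamate oxidase–HRP–Amplex Red mix added; fluorescence read immediately and again after 30 min at room temperature.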
# HP1b binding inh: HTS for Inhibitors of HP1-beta Chromodomain Interactions with Methylated Histone Tails; Chromobox protein homolog 1 (Homo sapiens), P83916; AlphaScreen HP1-beta / biotin-H3K9me3 peptide binding; Potency, µM (series often up to 114 µM), without a hit: top-dose activity change, negative = inhibition, usual class: inhibitors; hit rate 0.56% among 390,000; AID 540317, 2011; also: potency is read from the fitted curve at half-maximal effect; nearly all actives have a fitted effect of over 70% in size; inactives centre near 23
# Target sequence (P83916 whole entry, looked up): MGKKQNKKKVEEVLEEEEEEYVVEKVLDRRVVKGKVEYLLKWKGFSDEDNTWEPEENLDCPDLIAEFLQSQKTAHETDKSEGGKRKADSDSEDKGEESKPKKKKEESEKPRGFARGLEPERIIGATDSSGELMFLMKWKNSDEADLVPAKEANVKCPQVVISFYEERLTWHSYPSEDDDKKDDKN
#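 Compound inhibition of the preformed complex between 50 nM HP1-beta and 50 nM biotinylated H3K9me3 peptide was read by AlphaScreen. Buffer was PBS pH 7.4 with 0.01% Tween-20. Incubations ran 30 min at room temperature, with 10 ug/mL donor/acceptor beads.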
# Active calls of the source: *; i = inactive; ? = inconclusive; . = no result given; [ ] = another dose, or the depositor's remark. Unless noted, calls follow the shape of the dose curve; as a rule, active = well fitted curve in the direction sought with a large enough effect; inconclusive = small, poorly fitted or top-dose-only effect, or another doubt; inactive = no such curve, though single readings can be large; an effect the other way counts as inactive or inconclusive. The order is random; any-hit rate near 11%.
SMILES,ERG-DNA inh,Pin1 inhibitor,Tb PGK inh,JMJD2A Tudor inh,G9a block,PI4K2A inh,BAZ2B inh,GLS inh,HP1b binding inh
CC(=O)Nc1nc(C2COc3ccccc3O2)cs1 (stereo unspecified),.,-2%,i,3%,2%[59 µM],1,-4%,-24%,23%
Cc1cc(C)nc(SCc2csc(N)n2)n1,4%,-3%,3%,4%,50µM*,9,-21%,17%,35%
O=S1(=O)CCOC[C@H](Cc2ccccc2)N1Cc1ccc(F)cc1,-1%,-7%,-2%,-7%,.,3,.,2%,42%[activator]
CN1C[C@@H]2[C@@H]3C(=O)N(Cc4ccccc4)C(=O)[C@@H]3[C@](Cc3ccccc3)(C1=O)N2C(=O)c1ccc(C(F)(F)F)cc1,2%,7%,8%,-10%,.,4,.,-2%,39%[activator]
COCCn1c(=O)[nH]c2cc(C(=O)N3CCN(c4cccc(C(F)(F)F)c4)CC3)ccc2c1=O,2%,-9%,-6%,-9%,17%,-2,2%,5%,-15%
Cc1ccccc1C1NC(c2ccccc2C)C([N+](=O)[O-])C(C)(C)C1[N+](=O)[O-] (stereo unspecified),1%,-4%,5%,-22%,-32%,-1,-19%,4%,-15%
COc1ccccc1NC(=O)COC(=O)C1CC(=O)N(c2ccc3c(c2)OCCO3)C1 (stereo unspecified),-2%,-3%,-12%,-12%,.,-1,.,-5%,27%
Clc1cccc(-n2ncc3c(N4CCC(Cc5ccccc5)CC4)ncnc32)c1,-1%,1%,-8%,17%,9%[59 µM],3,9%,-12%,73%[activator]
Cc1nc(SCc2ccccc2Cl)c(C#N)c(C)c1C,-4%,-9%,i,69%[activator],50%[activator][59 µM],7,1%,-1%,104%[activator]
CC(=O)C[C@@H](O)CC(=O)[C@H]1OC(=O)[C@@H](C)C/C=C\Cc2ccccc21,-7%,-5%,-3%,-3%,.,2,.,-6%,102%[activator]
CCOc1ccc(/C=N/OCC(=O)NC(c2ccccc2)c2ccccc2)cc1,4%,1%,-2%,-6%,18%[59 µM],2,13%,-14%,35%[activator]
CCn1ccnc1CN1CCc2c([nH]c3ccccc23)C1CC(C)C (stereo unspecified),3%,6%,0%,?,.,5,?,10%,7%
O=S(=O)(Cc1ccccc1)N1CCN(C2Cc3ccccc3C2)CC1,2%,-1%,5%,-7%,-18%[59 µM],-7,5%,16%,42%[activator]
O=C(Nc1ccc(NC(=O)c2cc([N+](=O)[O-])ccc2N2CCOCC2)cc1)c1cccs1,16%,7%,2%,-22%,28µM*,-6,-27%,6%,19%
O=C(c1ccc(C(F)(F)F)cc1)N1CCN(S(=O)(=O)c2ccc3c(c2)OCCCO3)CC1,-3%,9%,6%,-3%,.,2,-2%,18%,14%
CC(C)(C)OC(=O)NNC(=O)C12CC3CC(CC(C3)C1)C2,8%,2%,i,-6%,16%,2,-1%,3%,17%
Cc1ccc2nc(-c3ccccn3)cc(C(=O)N3CCN(c4ncccn4)CC3)c2c1,-1%,-1%,-5%,?,?,3,0%,-2%,33%
Cc1sc(-c2c(C#N)c(N)nc3c2CCCCCC3)cc1[N+](=O)[O-],1%,34%[activator],-2%,-18%,.,1,.,3%,-12%
O=C(NCc1ccccc1)c1ccc(CN(c2ccccn2)S(=O)(=O)c2ccccc2)cc1,-1%,-7%,i,-8%,-5%[59 µM],-5,5%,0%,24%
COc1ccc(CNC(=O)C(c2ccc(C)cc2)N(Cc2cccs2)C(=O)c2ccc3c(c2)OCCO3)cc1 (stereo unspecified),8%,23%,-2%,-24%,-1%,-2,2%[57.1 µM],6%,-4%
CN(C)CCOC(=O)c1ccc2[nH]c3c(c2c1)CSCC3,1%,-3%,-7%,-31%,28µM*,-10,-24%,18%,?
Cc1cc(NC(=O)CCC(=O)N(CC(=O)NC2CCCC2)c2ccc3c(c2)OCCO3)no1,3%,6%,-10%,-13%,10%[59 µM],8,.,3%,18%
C#CCOCCOCCOCCNc1nc(N2CCN(C(=O)[C@H](C)n3cc(CCC(=O)O)nn3)CC2)nc(N2CCN(C(=O)[C@H](C)n3cc(CCC(=O)O)nn3)CC2)n1,8%,2%,9%,?,.,-4,.,1%,21%
Cc1cccc(NC(=O)C(C)Sc2nnc(-c3cccnc3)o2)c1 (stereo unspecified),11%,-7%,-5%,12%,-17%[59 µM],-12,11%,0%,13%
CCOC(=O)N1CCC(NC(=O)c2cn(-c3ccc(OC)cc3)c(=O)c3ccccc23)CC1,-7%,2%,4%,0%[57.1 µM],26%[12.7 µM],-1,9%,18%,55%[activator]
CCCCCC(/C=N/Nc1ccc(S(=O)(=O)N2CCOCC2)cc1[N+](=O)[O-])=C\c1ccccc1,2%,-5%,-3%,?,11µM*,1,?,-5%,?
Cc1cc(NCCOCCO)n2c(nc3ccccc32)c1C#N,5%,9%,-5%,1%,56%[activator],-17,9%,-16%,0%
CCOc1ccc(S(=O)(=O)NCCC(=O)NCC2CCCO2)cc1 (stereo unspecified),.,-5%,5%,0%,29%[12.7 µM],-2,0%,3%,27%
C/C(=N\NC(=O)c1ccc(CN2CCOCC2)cc1)c1ccc(NC(=O)c2ccccc2)cc1,-10%,4%,-6%,2%,9%,-2,2%,0%,23%
Cc1ccc(CNC(=O)c2cc(=O)c3cc(C)cc(C)c3o2)cc1,-11%,-2%,16%,-12%,-36%[59 µM],-10,-8%,-2%,27%
CCOC(=O)C1CCN(Cc2ccc(F)c(F)c2)CC1,-3%,1%,.,5.6µM*,28µM*,6,?,0%,?
Cc1[nH]n(C2=NCCS2)c(=O)c1N=Nc1cccc(C(F)(F)F)c1,1%,-2%,-1%,?,.,0,?,10%,13%
O=C(NC1CCCc2ccccc21)c1ccc(Br)cc1 (stereo unspecified),-4%,1%,i,-10%,-6%,-2,6%,-10%,43%[activator]
COc1cccc(N2CCN(C(=O)c3cnc4c(C)cccn4c3=O)CC2)c1,7%,3%,-3%,-3%,7%[59 µM],-10,-6%,19%,8%
Nc1nc2n(n1)C(=O)CC(c1ccc(Cl)cc1)N2 (stereo unspecified),8%,0%,0%,8%,9%,1,0%,3%,48%[activator]
CC(C)(C)n1nnnc1C(c1cccs1)N(Cc1cccnc1)Cc1ccccc1Cl (stereo unspecified),-20%,1%,-11%,-22%,-10%[59 µM],4,-4%,-11%,36%
Cc1ccc(COc2ccccc2-c2cc(C(=O)N/N=C/c3cccnc3)[nH]n2)cc1,8%,17%,-2%,-8%,15%,-1,-18%,0%,43%[activator]
CN(C)c1nc(SCCOC(=O)COc2ccc(Cl)cc2Cl)nc(N(C)C)n1,.,1%,-9%[11.5 µM],48%[activator],47%[activator],2,14%,-11%,111%[activator]
CCC(Sc1nc(C)cc(=O)[nH]1)C(=O)Nc1ccc(Cl)cn1 (stereo unspecified),0%,2%,7%,4%,-8%,2,0%,1%,70%[activator]
Cc1c(O)ccoc1=O,5%,-1%,i,28µM*,-122%[59 µM],-2,-21%,20%,32%
CSc1ccc(S(=O)(=O)NCC(=O)OCC(=O)N2CCCC2=O)cc1[N+](=O)[O-],-1%,1%,-5%,-6%,?,3,9%,4%,7%
Cc1[nH]c2ccccc2c1/C=N/NC(=O)CNC(=O)c1ccccc1,-2%,-10%,-4%,-6%,.,-5,-2%,0%,12%
NS(=O)(=O)c1ccc(CCNCc2cc(Cl)ccc2OCc2ccccc2)cc1,9%,0%,-8%,-28%,2%[59 µM],-5,-37%,2%,22%
Cc1ccc(OCC(=O)NCCN2CCCC2)cc1,4%,?,-10%,-4%,-41%[12.7 µM],-6,8%,6%,31%
Cc1ccc2c(c1)c1c(c(=O)n(-c3ccccc3C)c(=O)n1CC(=O)N1CCCC1)n2C,7%,-3%,-1%,-10%,-9%[59 µM],-1,-13%,5%,15%
NC1=NC(=O)C2(COC(c3cccc([N+](=O)[O-])c3)OC2)S1 (stereo unspecified),2%,-6%,-4%,-14%,11%,26,-7%,-4%,16%
CCOc1ccc(NC(=O)c2ccccc2NC(=O)c2cccnc2)cc1,-7%,4%,5%,-12%,39%,-5,1%,13%,37%
COc1ccc(CC(=O)NCC(c2ccc(N(C)C)cc2)N2CCOCC2)cc1OC (stereo unspecified),2%,-1%,-8%,6%,-1%[12.7 µM],-2,-14%,9%,27%
